LGR2 antag: inhibitors of bursicon-induced LGR2 CRE-luciferase signal, primary screen, cell-based, HEK293, CRE-luciferase reporter, bursicon stimulation | Drosophila bursicon receptor LGR2 (rickets) | bursicon-stimulated, 4 h | 380,000 compounds, 0.35% hits | AID 720647, 2013 | inhibition, % at 9.99 µM;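 active means drop in luminescence signal, shown as inhibition above about 50% in the replicate tests, limit read from the data, passing the limit was not always enough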;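 further: agonist challenge used bursicon conditioned medium at about half maximal strength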
C2C12 statin: suppressors of statin myotoxicity in C2C12 myotubes, primary screen, cell-based, single point, plate reader | C2C12 myotubes + simvastatin, ATP luminescence, 48 h; scaled: DMSO 0, geranylgeraniol control 100 | rescue of ATP level, % at 7.49 µM | 330,000 compounds, 0.78% hits | AID 602340, 2012;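 active means mean ATP rescue above about 67%, or every replicate alone reaching that limit, limit read from the data, passing the limit was not always enough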;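 further: myotubes were challenged with 10 µM simvastatin during compound exposure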
S100A4 inh HTS: inhibitors of S100A4-myosin IIA peptide binding, primary screen, biochemical, fluorescence polarization, TAMRA-MyoIIA peptide; inhibition, % at 10.7 µM; AID 652163, 2013; Protein S100-A4 (Homo sapiens), P26447; 360,000 compounds, 0.14% hits;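 active means mean inhibition of at least 70% across replicates, with every replicate also reaching that level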
Target sequence (P26447 whole entry, looked up): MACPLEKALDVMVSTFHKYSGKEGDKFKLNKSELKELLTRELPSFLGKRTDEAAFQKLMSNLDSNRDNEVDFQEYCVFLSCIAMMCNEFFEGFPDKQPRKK
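assay system = human S100A4 monomer with TAMRA-labelled myosin IIA peptide | also added = labelled myosin peptide probe, 5 nM | incubation = 5 min between mix addition and reading | control set = DMSO and TFP controls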
XiGFP reactiv: activators of inactive X chromosome reactivation, primary screen, imaging, XiGFP fibroblasts, GFP high-content imaging, set 2 | XiGFP mouse fibroblasts, % GFP-positive cells imaging, 3 d; cells co-treated with 5-aza-dC sensitizer; scaled so ellipticine positive control = 100% | activation, % at 7.58 µM | 360,000 compounds, 0.055% hits;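 active means mean normalized replicate activation at least 10% and every replicate at or above 10%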;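 further: 0% = median of on-plate neutral control wells and 100% = ellipticine 6 µM median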
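System: 68-5-11 XiGFP fibroblast line | Buffer or medium: DMEM containing 5-aza-dC | Compound: Single point | Times: Compounds 3 days, fix/stain 15 min at room temperature | Benchmarks: Positive control ellipticine, 6 µM final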
SIRT5 block: SIRT5 desuccinylase inhibitors, primary screen, biochemical, fluorescence imaging, single point, set 5 | NAD-dependent protein deacylase sirtuin-5, mitochondrial (Homo sapiens), Q9NXA8 | Purified SirT5, succinyl-peptide AMC, trypsin-coupled fluorescence | inhibition, % at 15 µM | 330,000 compounds, 1.1% hits | AID 652115, 2013; in the data active means inhibition above about 15%
ERAP1 inh: human ERAP1 aminopeptidase inhibitors, primary screen, biochemical, single point, plate reader; Endoplasmic reticulum aminopeptidase 1 (Homo sapiens), Q9NZ08; recombinant ERAP1, Leu-AMC fluorescence, 60 min; inhibition, % at 10.7 µM; 340,000 compounds, 0.15% hits; AID 652197, 2013;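 active means mean replicate inhibition of at least 30%, or all replicates individually reaching that 30% level; inactive means mean below 30% and not every replicate reaching it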;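 further: 0% = neutral control wells and 100% = L-leucinethiol positive control wells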
Target sequence (Q9NZ08 whole entry, looked up): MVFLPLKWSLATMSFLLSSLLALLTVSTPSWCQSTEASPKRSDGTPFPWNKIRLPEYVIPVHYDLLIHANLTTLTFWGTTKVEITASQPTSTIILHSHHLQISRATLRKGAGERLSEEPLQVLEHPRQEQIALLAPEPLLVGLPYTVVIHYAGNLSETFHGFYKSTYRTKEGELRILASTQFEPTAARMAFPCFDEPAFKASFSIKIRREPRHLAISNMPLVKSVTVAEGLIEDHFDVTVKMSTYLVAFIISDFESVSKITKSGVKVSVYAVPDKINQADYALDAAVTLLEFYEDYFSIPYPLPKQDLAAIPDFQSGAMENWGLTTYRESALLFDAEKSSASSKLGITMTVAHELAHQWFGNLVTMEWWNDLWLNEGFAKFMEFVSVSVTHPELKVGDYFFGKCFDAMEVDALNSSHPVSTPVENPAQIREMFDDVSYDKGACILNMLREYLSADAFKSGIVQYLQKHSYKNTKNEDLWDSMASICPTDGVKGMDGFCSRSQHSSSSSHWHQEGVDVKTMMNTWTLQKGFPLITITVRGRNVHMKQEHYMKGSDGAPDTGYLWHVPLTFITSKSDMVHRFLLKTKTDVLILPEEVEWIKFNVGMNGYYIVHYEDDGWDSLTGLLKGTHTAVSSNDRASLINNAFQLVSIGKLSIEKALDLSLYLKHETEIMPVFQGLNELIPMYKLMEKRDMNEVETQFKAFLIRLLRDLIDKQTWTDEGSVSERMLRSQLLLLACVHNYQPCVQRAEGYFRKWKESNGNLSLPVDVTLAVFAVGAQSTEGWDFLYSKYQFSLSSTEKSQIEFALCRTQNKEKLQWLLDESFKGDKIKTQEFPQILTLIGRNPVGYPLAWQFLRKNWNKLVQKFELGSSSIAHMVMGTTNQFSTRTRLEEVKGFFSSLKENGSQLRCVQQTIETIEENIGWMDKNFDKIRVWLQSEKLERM
Cneo AK release: Cryptococcus neoformans cell lysis inducers, primary screen, AK release luminescence, single concentration | 360,000 compounds, 0.2% hits | AID 651654, 2012 | lysis activity, % at 15 µM | C. neoformans lysis, adenylate kinase release luminescence, 4 h; normalised: neutral wells 0, clomiphene wells 100;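 active means mean lysis activity across replicates of at least 80%, whatever share of replicates individually reach that level; inactive means mean lysis activity below 80%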
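Material: C. neoformans cells | Amount: Yeast cell density of 5 × 10^6 cells/mL | Medium: Fresh YPD growth medium | Dosing: Single dose | Times: Static 4 h at 37 °C with compound, 1 h detection | Detection: AK luminescence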
PGC1a acetyl inh: inhibitors of PGC1a acetylation signal, primary screen, cell-based, U2OS, AlphaScreen, inhibitor mode | 350,000 compounds, 0.17% hits | inhibition, % at 15.6 µM | AlphaScreen anti-acetyl-lysine; with virally co-expressed GCN5 acetyltransferase;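 active means every replicate shows inhibition of at least 40%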;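 further: 0% = neutral control wells and 100% = positive control wells; some results beyond the cut were filed as inactive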
The depositor's hits bear a star; · = not tested or not shown; & = joins results of further samples. Some of the compounds tested, so the mix of outcomes need not match the whole.

SMILES	LGR2 antag	C2C12 statin	S100A4 inh HTS	XiGFP reactiv	SIRT5 block	ERAP1 inh	Cneo AK release	PGC1a acetyl inh
COc1cccc(CN(C)CC(=O)NNC(=O)c2ccc(Cl)cc2)c1	-4	-9	·	0.2	·	·	2	6
NC(=O)C1CCN(c2nc(C3CC3)nc3c2nnn3Cc2ccccc2)CC1	-20	5	·	·	·	·	-1	1
CCC(=O)N(C)C[C@@H]1Oc2ncc(Br)cc2C(=O)N([C@H](C)CO)C[C@H]1C	-9&-3	6&14&27	0&12&2	-0.1&-0.8	-4&-1&-3	-2&-1&-2	2&49&-3	-4&6&1
O=C(Nc1ccccc1C(F)(F)F)c1c(F)cccc1Cl	-1	·	20	0.2	-7	5	·	·
NS(=O)(=O)c1cccc(NC(=O)CSc2nnc(NC3CC3)s2)c1	-20	23	-3	0.3	·	3	-2	7
CN(C)C(CNC(=O)c1cccc(S(=O)(=O)Nc2ccc(SC(F)F)cc2)c1)c1ccccc1 (stereo unspecified)	-3	-4	1	-0.1	-8	1	0	-11
CCCCOCCCNC(=O)C[C@@H]1C[C@@]2(C(=O)OC)CCCCC=C2N(Cc2ccc(Cl)cc2Cl)C1=O	15	·	-3	-0.1	0	1	·	·
COc1ccccc1OCCC(=O)OCC(=O)Nc1ccc2c(c1)OCCO2	7	3	-1	0.1	·	-1	0	2
CC(CNC(=O)c1ccc(OC2CCN(Cc3ccccn3)CC2)cc1)Oc1cccnc1 (stereo unspecified)	8	-3	-5	0.0	-2	-4	-2	·
CC(C)CN1CCN(Cc2cn(C)c3ccccc23)CC1CCO (stereo unspecified)	-26	4	0	0.0	-5	-3	1	·
CCOC(=O)c1c(NC(=O)CN2CCCCC2)sc2c1CCN(C(=O)OCC)C2	20	·	2	·	0	-2	·	·
O=C(Nc1cccc(NC(=O)C2CCCO2)c1)c1ccco1 (stereo unspecified)	-9	·	4	0.3	-3	-2	·	·
CC(C)Oc1ccc(/C=N/NC(=O)c2nnn(-c3nonc3N)c2CN(C)C2CCCCC2)cc1	-6	-5	0	0.0	1	1	1	-10
COc1cc(Cl)ccc1OCc1cc(C(=O)N(C)CCc2c(C)n[nH]c2C)no1	-18	7	-10	0.1	0	-2	2	20
COc1ccc(N(CCC(=O)O)S(=O)(=O)c2ccc(C)cc2C)cc1	2	·	-1	0.1	-7	5	·	·
Cc1cccc(NC(=O)CCn2cnnn2)c1	0	·	3	0.0	-2	11	0	·
CCCNC(=O)Nc1ccc2c(c1)C(=O)N(C)[C@@H]1CC[C@H](CC(=O)NCCCN(C)C)O[C@H]1CO2	12	-43	18	0.1	1	-1	1	5
O=C(Nc1cccc(F)c1)N1CC(=O)N2[C@H](CO)[C@H](c3ccc(-c4ccc(F)cc4)cc3)[C@@H]2C1	-2	·	-1	0.1	0	3	·	6
CC1(C)OC(=O)C2=C(C[C@@H](C3CC3)O[C@@H]2C2CC2)O1	-9	·	-3	0.1	0	-1	·	·
CCOC(=O)c1cc(S(=O)(=O)Nc2ccc(OC)cc2OC)cn1C	1	29	-6	0.0	-3	-1	0	-21
CCC1Nc2ncnc(N3CCCCC3)c2N(Cc2ccc(Cl)cc2)C1=O (stereo unspecified)	1	18&13	-1	0.0	2	-5	8&3	-2
CCCN1CCc2c(sc(NC(=O)c3ccc(S(=O)(=O)N(C)c4ccccc4)cc3)c2C(=O)NC)C1	19	-22	3	6.6	-2	-2	0	·
Cc1ccc2c(c1)N(C(=O)CCC(=O)Nc1ccccc1Cl)CC(C)O2 (stereo unspecified)	7	13	-2	0.1	-10	6	-1	·
O=C(c1cnccn1)N1CC(=O)N2[C@H](CO)[C@H](c3ccc(C#CCC4CCCC4)cc3)[C@@H]2C1	-7	·	9	0.0	9	3	·	-21
CCN(CC)C(=O)CCc1nnc(CCc2c[nH]c3ccccc23)o1	8	·	-1	0.2	10	-2	·	·
Carrying on.
SMILES	LGR2 antag	C2C12 statin	S100A4 inh HTS	XiGFP reactiv	SIRT5 block	ERAP1 inh	Cneo AK release	PGC1a acetyl inh
COc1ccc(CN(CC2CCC(C(=O)O)CC2)C(=S)Nc2cc(C)ccc2C)cc1 (stereo unspecified)	24	0	1	0.2	1	0	·	·
O=C(CCC(=O)N(CC(=O)NC1CCCC1)c1cccc(F)c1)Nc1nccs1	4	19	-2	0.4	2	2	7	·
CN(C)CCNC(=O)Cn1c(=O)c2cccn2c2ccc(F)cc21	0	2	-5	0.2	-5	-3	3	6
C[C@@H](O)C#Cc1ccc2c(c1)O[C@H](CN(C)CC1CCOCC1)[C@@H](C)CN([C@@H](C)CO)S2(=O)=O	3	0	·	0.0	·	·	-2	-5
O=C(C[C@H]1CC[C@@H](NC(=O)Cc2cccnc2)[C@@H](CO)O1)Nc1ccc(-c2ccccc2)cc1	-8	6	-5	0.4	-1	-1	32	-20
COc1ccc(S(=O)(=O)Nc2c(C)cc(C)cc2C)c2cccnc12	11	·	-3	-0.1	-3	-3	-1	-18
C[C@H](CO)N1C[C@H](C)[C@@H](CN(C)Cc2ccccc2)Oc2c(NC(=O)Nc3ccc(F)cc3)cccc2C1=O	7	-8	-6	-0.1	1	0	-5	-15
O=C(C1CCC1)N1CCCCN2[C@@H](CO)[C@@H](c3ccc(-c4cccc(F)c4)cc3)[C@@H]2C1	·	5	33	·	·	-2	1	-4
CC(C)CSc1nsc(N)n1	-33	-2	-2	·	0	-6	-23	·
CCCCC(=O)Nc1ccc(C(=O)NCc2ccncc2)cc1	14	2	10	·	-10	0	3	·
COC(=O)c1c(NC(=O)CSc2nc3nc(C)cc(C)n3n2)sc(C)c1C	-6	4	-1	0.2	2	1	-1	-7
CCN(CC)c1ccc(NC(=O)c2ccc(S(=O)(=O)N3CCOCC3)cc2)cc1	-6	-4	-6	0.1	·	-2	8	5
Cc1cc(Nc2ccccc2)nc(N)n1	·	·	7	·	-2	2	·	-5
CCN1[C@H](C(=O)NCCc2cn(C)cn2)[C@@H](CO)[C@@H]2Cn3c(ccc(-c4ccccc4)c3=O)[C@@H]21	10	2	3	0.0	-6	2	-2	·
Cc1nc(Cc2nnc(SCC(=O)N3CCN(c4ccccc4)CC3)o2)cs1	14	24	-2	-0.1	-2	1	1	·
NC(=O)C1CC(=O)N(c2ccc(OCC(=O)Nc3ccc(F)cc3)cc2)C1 (stereo unspecified)	-4	-6	-1	-0.1	1	1	0	29
Cc1nc(Cl)cc(CS(=O)(=O)c2ccc(Cl)cc2)n1	42	-5	-1	0.0	-1	0	-1	-11
O=C(Nc1nc(-c2ccco2)c(-c2ccco2)s1)c1ccco1	-13	-19	-7	-0.1	2	-2	0	0
COc1cc(OC)c(NC(=O)/C=C/C(=O)O)cc1Cl	-4	·	-5	0.0	-2	3	0	5
O=C(/C=C/c1cccc([N+](=O)[O-])c1)NCCN1C(=O)S/C(=C\c2cccnc2)C1=O	-13	·	-3	0.3	·	-1	·	·
C/C=C/c1ccc([C@@H]2[C@@H](CNC(=O)CC3CC3)N(C(=O)CC)[C@H]2CO)cc1	16	-10	-17	0.0	-1	-3	0	9
C[C@H]1CCC(=O)N(CCSc2ccc(Br)cc2)CC1	1	-14	0	0.2	·	·	2	0
COCC(=O)Nc1ccc2c(c1)OC[C@@H](C)N(Cc1ccccc1F)C[C@@H](C)[C@@H](OC)CN(C)C2=O	4	-3	10	0.1	0	-4	-6	-14
Cc1ccc(C2(C)NC(=O)N(CC(=O)NC(C)c3ccccc3)C2=O)cc1 (stereo unspecified)	3	7	5	0.6	2	-4	0	15
OC[C@@H]1CN(Cc2ccc(-c3ccccc3)cc2)C[C@H](n2cnc3c(N4CCOCC4)ncnc32)O1	2	7	0	0.1	7	0	1	·

Structures from the list above containing a COOH group (3):
SMILES	LGR2 antag	C2C12 statin	S100A4 inh HTS	XiGFP reactiv	SIRT5 block	ERAP1 inh	Cneo AK release	PGC1a acetyl inh
COc1ccc(N(CCC(=O)O)S(=O)(=O)c2ccc(C)cc2C)cc1	2	·	-1	0.1	-7	5	·	·
COc1ccc(CN(CC2CCC(C(=O)O)CC2)C(=S)Nc2cc(C)ccc2C)cc1 (stereo unspecified)	24	0	1	0.2	1	0	·	·
COc1cc(OC)c(NC(=O)/C=C/C(=O)O)cc1Cl	-4	·	-5	0.0	-2	3	0	5

Structures from the list above that have an NH in an aromatic ring, in the order listed:
SMILES	LGR2 antag	C2C12 statin	S100A4 inh HTS	XiGFP reactiv	SIRT5 block	ERAP1 inh	Cneo AK release	PGC1a acetyl inh
COc1cc(Cl)ccc1OCc1cc(C(=O)N(C)CCc2c(C)n[nH]c2C)no1	-18	7	-10	0.1	0	-2	2	20
CCN(CC)C(=O)CCc1nnc(CCc2c[nH]c3ccccc23)o1	8	·	-1	0.2	10	-2	·	·

Continued:
SMILES	LGR2 antag	C2C12 statin	S100A4 inh HTS	XiGFP reactiv	SIRT5 block	ERAP1 inh	Cneo AK release	PGC1a acetyl inh
C[C@@H]1CN([C@@H](C)CO)C(=O)c2cccc(NS(C)(=O)=O)c2O[C@H]1CN(C)S(=O)(=O)c1ccc(Cl)cc1	8	-18	-1	0.0	0	0	-7	0
CCN1C(=O)C(CC(=O)Nc2ccc(OC)cc2)N(CCc2ccc(OC)cc2)C1=S (stereo unspecified)	-16	·	2	0.0	-4	-1	·	·
CC(C)NC(=O)Nc1ccc2c(c1)C(=O)N(C)[C@H]1CC[C@H](CC(=O)Nc3ccc(F)cc3)O[C@@H]1CO2	16	-8	10	0.2	-7	2	2	2
C=CCn1c(N)cc(=O)nc1SCC(=O)Nc1ccc(C)cc1	-7	4	-9	0.1	0	-7	1	-22
C[C@@H]1CN([C@@H](C)CO)S(=O)(=O)c2ccc(-c3ccc(C#N)cc3)cc2O[C@@H]1CN(C)Cc1cccc(F)c1	1	-28	-1	-0.7	0	7	43	19
CO[C@H]1CN(C)C(=O)c2cc(NC(=O)c3cc(C)on3)ccc2OC[C@@H](C)N(C(=O)C2CC2)C[C@H]1C	5&7	9	6&0	0.0&0.0	-5&1	5	43	9
Cn1c(C(=O)c2ccncc2)cc2ccccc21	-19	18	0	0.3	1	-1	-3	·
COc1cc(C2C(C#N)=C(N)N(N(C)C)C3=C2C(=O)CC(C)(C)C3)ccc1O (stereo unspecified)	-6	1	-4	0.2	2	5	0	-16
CCCc1c(C(=O)Nc2cc(C)on2)cnn1-c1ccccc1	8	-2	-4	-0.1	-1	-3	5	-2
COc1cc(OC)cc(-c2c(-c3cccs3)c3cc(-c4ccc5c(c4)OCCO5)ccc3n2C)c1	·	-10	-2	0.3	·	-3	-1	·
COc1ccc(-c2cn3ccc(C)cc3n2)cc1	36	-19	0	·	-4	·	2	31
CNC(=O)C12CC3CC(C1)CC(c1ccc(C)cc1)(C3)C2	1	8	5	0.1	-2	2	0	-26
OCC1CCCCN1C(=S)NCc1ccco1 (stereo unspecified)	-10	·	1	0.2	2	-3	·	·
CC(C)OC(=O)CSc1nnc(-c2cccnc2)n1Cc1ccccc1	1	5	1	·	-5	-1	3	·
COc1ccccc1-c1cn(CC[C@H]2CC[C@@H](NS(=O)(=O)c3ccccc3C)[C@@H](CO)O2)nn1	26&-2	5	2&-2	-0.2&0.0	0	-6&0	3	3

Screening results from PubChem BioAssay.
